# Source: PubChem (National Center for Advancing Translational Sciences (NCATS))
# D3 ag: D3 dopamine receptor (human) agonism. max activation, %. 410,000 compounds, 0.58% hits. D3R DiscoveRx beta-arrestin cells, luminescence, 90 min. AID 652048; in the data active means max activation above about 30%; further: 0% is about no effect; mostly tested at two doses, the higher about 12 µM
# Target sequence (P35462 whole entry, looked up): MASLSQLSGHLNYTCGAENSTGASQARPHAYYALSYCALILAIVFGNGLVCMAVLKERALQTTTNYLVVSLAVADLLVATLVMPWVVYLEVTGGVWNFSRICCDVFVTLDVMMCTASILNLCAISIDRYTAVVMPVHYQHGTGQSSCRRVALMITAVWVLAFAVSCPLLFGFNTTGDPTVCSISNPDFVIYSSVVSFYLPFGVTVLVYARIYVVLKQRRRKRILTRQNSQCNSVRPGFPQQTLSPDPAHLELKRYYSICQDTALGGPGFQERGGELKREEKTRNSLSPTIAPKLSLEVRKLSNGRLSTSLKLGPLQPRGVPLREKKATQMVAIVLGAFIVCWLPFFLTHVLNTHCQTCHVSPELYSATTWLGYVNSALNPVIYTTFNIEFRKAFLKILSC
#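 Cells at 1500/well, incubated overnight, then treated with pinned compounds (dopamine as control) for 90 min at 37 degrees C. DiscoveRx reagent added for 30 - 60 minutes at room temperature; luminescence read.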
# GLP1R inv ag: inverse agonists of human GLP-1 receptor | P43220 | Potency, µM (doses to about 38.3 µM), for the others: at the top dose activity change, negative = inhibition, most hits filed as inhibitors | HEK293 GLP-1R CRE-luciferase, luminescence, 24 h; GLP-1R form is constitutively active | 410,000 compounds, 1.6% hits; further: potency means the concentration at half of the fitted maximal effect; on the % scale 0 is the no-effect control and ±100 the full control effect; nearly all actives have a fitted effect of over 55% in size
# Target sequence (P43220 whole entry, looked up): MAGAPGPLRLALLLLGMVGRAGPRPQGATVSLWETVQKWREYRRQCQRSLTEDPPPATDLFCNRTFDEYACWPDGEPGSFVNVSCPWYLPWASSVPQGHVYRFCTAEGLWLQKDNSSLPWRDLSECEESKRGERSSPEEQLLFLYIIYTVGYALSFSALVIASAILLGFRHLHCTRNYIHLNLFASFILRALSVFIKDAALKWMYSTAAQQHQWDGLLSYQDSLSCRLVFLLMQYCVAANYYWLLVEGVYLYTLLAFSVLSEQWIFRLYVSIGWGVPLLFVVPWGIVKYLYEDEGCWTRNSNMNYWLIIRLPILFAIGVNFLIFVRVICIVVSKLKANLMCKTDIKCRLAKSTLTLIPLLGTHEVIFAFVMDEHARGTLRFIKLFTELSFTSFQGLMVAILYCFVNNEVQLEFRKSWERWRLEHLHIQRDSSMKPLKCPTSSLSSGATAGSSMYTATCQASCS
#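 Seeding at 200 cells/uL, 12 h culture, 24 hr compound treatment, then luciferase reagent and a luminescence read; cells are HEK293 stably expressing a constitutively active GLP-1R plus cAMP-responsive luciferase.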
# HEK293 tox: cytotoxicity counter-screen for GLP-1 receptor inverse agonists. 410,000 compounds, 0.13% hits. AID 624418. Potency, µM (doses to about 38.3 µM), without a hit: top-dose activity change, negative = inhibition, most hits filed as inhibitors. HEK293 cAMP-luciferase reporter cells, luminescence, 24 h;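 further: loss of luciferase light is scored as toxicity; potency means the concentration at half of the fitted maximal effect; on the % scale 0 is the no-effect control and ±100 the full control effect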
#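 A 23 nL compound transfer followed 12 hours of cell culture at 37 deg C; exposure then lasted 24 hr. Luciferase assay detection reagent was dispensed and plates read for luminescence after a 12 min room-temperature wait.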
# Active calls of the source: *; ? = inconclusive; [ ] = another dose, or the depositor's remark. Unless noted, the call rests on the fitted dose curve; in most records, active means well fitted curve in the direction sought with a large enough effect; inconclusive means small, poorly fitted or top-dose-only effect, or another doubt; inactive means no such curve, though single readings can be large; an effect the other way counts as inactive or inconclusive. This is a subset; rates above refer to the full screens.
SMILES,D3 ag,GLP1R inv ag,HEK293 tox
Cc1ccc(NC(=O)Nc2nnc(N(C)Cc3ccccc3)s2)c(C)c1,-18.7,-15.9%,1.4%
CC(C)c1ccc(S(=O)(=O)N2CCC(n3c(C(F)(F)F)nc4cccnc43)CC2)cc1,-3.0,15.6%,10.3%
O=C(NCCc1ccccc1)C1(c2cccs2)CCOCC1,-4.6,-2.8%,-1.2%
CC(C)Oc1cccc(C2CC(=O)Nc3cc4c(cc32)OCO4)c1 (configuration not stated),-1.5,?,?
Cc1ccc(C)c(NC(=O)Cn2c(-c3nonc3N)nc3ccccc32)c1,2.8,11.1%,14.8%
COc1ccc(OC)c(NC(=O)Cn2c(=O)oc3cc(S(=O)(=O)NCc4ccccc4)ccc32)c1,3.2,10.6%,-6.1%
CC(C)(C)c1ccc(C(=O)N2CCC(c3nc4ccccc4o3)CC2)cc1,-15.8,?,6.3%
Cc1ccc(CSc2nc3ccccc3c3nc(CCn4c(C)nc5ccccc54)nn23)cc1,2.1,21.0%,22.4%
CC(=O)Nc1ccc(-c2cc(C(=O)O)c3c(-c4ccccc4)[nH]nc3n2)cc1,1.0,14.5%,0.6%
Cc1cccc(-c2nc(SCc3ccc(Br)cc3)n3[nH]c(=O)cc3n2)c1,0.0,-4.1%,6.2%
CCOC(=O)c1cc(-c2ccccc2)n(-c2cccc(C(=O)Nc3cccc(SC)c3)c2)c1C,0.0,3.55µM*,-5.6%
COc1ccc(/C=C/c2nc(-c3ccccc3O)n(-c3ccccc3)n2)cc1OC,22.1,12.7%,3.0%
CC(C)c1ccc(NC(=O)CSC2=Nc3ccccc3C3=NC(CC(=O)NCc4cccs4)C(=O)N23)cc1 (configuration not stated),4.6,-2.6%,18.8%
CCOC(=O)c1c(S(=O)(=O)NCC(=O)Nc2ccc(C(C)=O)cc2)c(C)n(C)c1C,-5.0,21.0%,29.3%
Cc1ccc(S(=O)(=O)N2CC=C(c3c(C)n(CC(=O)N4CCCC4)c4ccccc34)CC2)cc1C,-6.1,?,-1.5%
CCn1ccc2c(OCC(=O)NCc3ccc(C)cc3)cccc2c1=O,7.3,16.9%,-5.1%
Cc1ccc2nc(-c3ccccn3)c(Nc3ccc(F)cc3)n2c1,-34.6,?,-8.6%
CCOC(=O)c1[nH]c(C)c(C(=O)NCc2ccccc2Cl)c1C,-1.3,-22.4%,-2.6%
Cc1cc(C)c2c(=O)cc(C(=O)Nc3ccc(C)c(Cl)c3)oc2c1,-27.1,-2.5%,0.0%
CCc1ccc(CNC(=O)CN2C(=O)CSc3ccc(S(=O)(=O)N4CCOCC4)cc32)cc1,-8.8,-28.2%,3.1%
Cc1ccc(NC(=O)N2CCC(CN3CCCCCC3)CC2)c(Cl)c1,-0.4,2.9%,6.5%
COc1ccc(C2=C(C)C(N3CCC(C(=O)Nc4cc(C)ccc4C)CC3)=NS2(=O)=O)cc1,7.2,2.7%,6.1%
Cc1ccc2nc(N(Cc3cccnc3)C(=O)CCOc3ccccc3)sc2c1,-0.7,4.5%,-19.9%
COc1ccc(-c2c3c(=O)n(C)c(=O)n(C)c3cn2-c2cccc(N)c2)cc1,5.4,9.3%,3.1%
Cc1c(C(=O)NCc2cccc(Cl)c2)sc2nc3n(c(=O)c12)CCCC3,8.5,0.0%,-6.5%

# The closing two compounds of the part before lead into the next:
SMILES,D3 ag,GLP1R inv ag,HEK293 tox
COc1ccc(-c2c3c(=O)n(C)c(=O)n(C)c3cn2-c2cccc(N)c2)cc1,5.4,9.3%,3.1%
Cc1c(C(=O)NCc2cccc(Cl)c2)sc2nc3n(c(=O)c12)CCCC3,8.5,0.0%,-6.5%
CC1CCCN(c2nc3c(S(=O)(=O)c4ccc(C(C)C)cc4)nnn3c3ccsc23)C1 (configuration not stated),7.5,27.4%,-3.6%
Cc1oc2ccc(O)c(CN3CCCC3)c2c1C(=O)Nc1cccc(Cl)c1C,2.9,1.5%,-9.2%
COc1ccccc1N1CCN(S(=O)(=O)c2cc(C(=O)Nc3ccc(Oc4ccccc4)cc3)ccc2F)CC1,-11.4,?,1.6%
COCCn1c(C)cc(O)c(C(c2ccccc2OC)N2CCCCC2)c1=O (configuration not stated),-0.5,6.9%,4.2%
COc1ccc(-c2oc3ncn4nc(-c5ccccc5OC)nc4c3c2-c2ccc(OC)cc2)cc1,-15.4,7.0%,0.0%
COc1ccc(CCNC(=O)c2ccc3c(c2)CCN3S(=O)(=O)c2ccccc2)cc1,6.5,?,-4.1%
O=c1c2cnn(-c3ccc(Cl)cc3)c2ncn1Cc1ccc(Cl)cc1Cl,4.8,6.8%,5.0%
O=S(=O)(c1ccc2[nH]c3c(c2c1)CCCC3)N1CCN(c2cccc(C(F)(F)F)c2)CC1,3.4,10µM*,-17.6%
Cc1ccccc1CS(=O)(=O)c1ncc(Cl)c(C(=O)Nc2nnc(C(C)C)s2)n1,-14.3,?,?
Cc1nnsc1C(=O)Oc1ccc(C(C)C)cc1,-1.5,-0.8%,-5.5%
O=C(Nc1nc2ccccc2s1)c1ccc(S(=O)(=O)N2CCCC2)cc1,-9.1,1.6%,-7.4%
Cc1nn(-c2ccccc2)c2nc(C3CC3)cc(C(=O)NCc3ccccc3Cl)c12,6.4,13.3%,-8.1%
O=C(CSc1oc(-c2ccco2)nc1S(=O)(=O)c1ccc(Br)cc1)c1ccc(Cl)cc1,8.6,?,11.7%
COc1ccc(OC)c2sc(N(Cc3cccnc3)C(=O)c3ccc(C(C)=O)cc3)nc12,-4.6,32.2%,-15.5%
Cc1cccc(C)c1NC(=O)Cn1c(=O)n(Cc2ccccc2Cl)c(=O)c2cccnc21,-5.2,-20.4%,-4.7%
CCOc1ccccc1CNC(=O)Cn1ncn2nc(-c3cccs3)cc2c1=O,7.1,13.3%,-7.7%
CCN(Cc1ccccc1)S(=O)(=O)c1cc(C(=O)Nc2cc(Cl)cc(Cl)c2)ccc1F,0.4,?,-18.8%
O=C(CSc1n[nH]c(-c2ccccc2Cl)n1)N1CCN(c2ccc(F)cc2)CC1,-3.1,-21.6%,-6.9%
Cc1cc2[nH]c(=O)c(=O)[nH]c2cc1S(=O)(=O)Nc1ccc(OC(F)(F)F)cc1,11.0,14.4%,-4.0%
O=C(NCc1ccc2c(c1)CCN2C(=O)c1ccc(Cl)cc1)c1ccco1,-14.0,1.9%,4.1%
COc1ccc(OC)c(NC(=O)CSC2=Nc3ccccc3C3=NC(CCC(=O)NCc4ccccc4)C(=O)N23)c1 (configuration not stated),-15.3,13.7%,10.1%
C=CCc1cccc2cc(C(=O)Nc3cccc(Cl)c3)c(=O)oc12,3.7,8.0%,-2.5%
COc1cc(OC)c(NC(=O)CCCn2nc(C)c3sc4ccccc4c3c2=O)cc1Cl,0.6,-1.9%,3.9%
Cc1ccccc1CN1CCCN(CC(=O)Nc2c(C)cccc2C)S1(=O)=O,3.8,-7.4%,6.3%
CCC1CCCCN1CCCNC(=O)c1ccc2c(c1)sc1nc(-c3ccc(F)cc3)cn12 (configuration not stated),-21.5,9.8%,0.7%
# The list continues:
SMILES,D3 ag,GLP1R inv ag,HEK293 tox
Cc1ccc2c(c1)N(CCCC(=O)NCc1cccc(F)c1)C(=O)CO2,-10.5,-9.5%,0.1%
O=c1c2c3c(sc2nnn1Cc1ccc(Br)cc1)CCCC3,-6.3,-2.0%,12.5%
CCOCCCNC(=O)c1c[nH]c2ccc(S(=O)(=O)Nc3cccc(Cl)c3C)cc2c1=O,6.1,-9.5%,29.3%
Cc1ccc(NC(=O)CN2C(=O)COc3ccc(S(=O)(=O)NC4CCCC4)cc32)cc1Cl,-8.7,?,-4.0%
Cc1ccc(CSc2nc3ccsc3c(=O)n2CCC(C)C)cc1,1.7,?,22.2%
Cc1cccc(NS(=O)(=O)c2ccc(NC(=O)N3CCCC3)cc2)c1,-11.9,-4.3%,-5.1%
COc1cc(NC(=O)c2nn(-c3ccc(F)cc3)c(=O)n(C)c2=O)cc(OC)c1OC,-8.5,15.6%,9.6%
O=C(COc1ccccc1)Nc1ccc(S(=O)(=O)N(Cc2ccccc2)c2ccccc2)cc1,-10.4,7.0%,4.1%
Cc1ccc2oc(C(=O)Nc3sc4c(c3C(=O)NCc3ccccc3)CCCC4)cc(=O)c2c1,4.6,1.6%,35.0%[activator]
COc1ccc(OC)c(NC(=O)CN2CCCN(Cc3cc(C)ccc3C)S2(=O)=O)c1,3.6,15.5%,0.2%
CCOc1ccc(-c2nnc(SCC(=O)NCCC(C)C)nc2-c2ccc(OCC)c(OC)c2)cc1OC,2.5,1.0%,4.2%
COc1cc(Nc2nc(SCc3ccc(Cl)cc3)nc3ccccc23)cc(OC)c1,17.6,?,-5.1%
COC(=O)CN1C(=O)CSc2ccc(S(=O)(=O)Nc3ccccc3)cc21,4.1,-2.5%,-5.2%
COc1ccc(Cl)cc1NC(=O)c1cc(S(=O)(=O)N2CCc3ccccc32)cn1C,-7.7,-4.7%,2.8%
CC(=O)Nc1ccc(NC(=O)C(NC(=O)C2CCC(C)CC2)C(C)C)cc1 (configuration not stated),-20.1,8.6%,11.6%
COc1ccc(-c2nc(CSCC(=O)N3CCN(c4ccccc4F)CC3)c(C)o2)cc1,7.2,?,-11.5%
Cc1ccc(C(=O)Nc2nc3nc(C)cc(=O)n3[nH]2)cc1,-2.9,0.7%,0.9%
CCCCN(C)C(=O)c1ccc2c(c1)N(Cc1cccc(Cl)c1)C(=O)c1ccccc1S2=O (configuration not stated),0.0,8.3%,-7.7%
Cc1oc2ccc(O)c(CN3CCCCC3C)c2c1C(=O)Nc1ccccc1 (configuration not stated),4.4,?,-12.6%
COc1ccccc1N1CCN(C(CNC(=O)C(=O)NCCc2ccccc2)c2cccnc2)CC1 (configuration not stated),8.7,-22.4%,-0.8%
CC(C)CCNC(=O)C1CCC(Cn2c(=O)c3sccc3n(CC(=O)NC(C)C)c2=O)CC1 (configuration not stated),-13.5,8.4%,-0.5%
Cc1ccc(OCC(=O)Nc2ccc3nc(SCc4ccccc4)sc3c2)cc1,2.6,10.1%,0.9%
CN(C)c1ccc(CNC(=O)c2ccc3c(c2)N(C)C(=O)C2CCCCN32)cc1 (configuration not stated),-24.2,-14.3%,-6.4%
O=C(COCc1cc(-c2ccc3c(c2)OCO3)on1)NCc1ccc(F)cc1,4.5,?,-2.9%
Cc1ccc2c(=O)cc(C(=O)Nc3ccc(S(=O)(=O)N(C)c4ccccc4)cc3)oc2c1C,-10.3,-10.3%,3.1%
# New compounds follow
SMILES,D3 ag,GLP1R inv ag,HEK293 tox
Cc1ccc2[nH]c(CSc3nnc(NC(=O)COc4ccccc4C)s3)cc(=O)c2c1,-0.1,14.3%,11.6%
Nc1c(C(=O)Nc2ccc(F)cc2)sc2nc(-c3cccs3)cc(C(F)(F)F)c12,0.2,5.9%,15.9%
COc1ccc(-c2cc(C(F)(F)F)n3nc(C(=O)Nc4cccc(C(F)(F)F)c4)c(Br)c3n2)cc1,2.6,2.4%,3.7%
Cc1cccc(NC(=O)CSc2cn(CC(=O)N3CCOCC3)c3ccccc23)c1C,8.0,11.5%,-3.1%
Cc1ccc(C)n1-c1c(C(=O)NCCC(C)C)sc2ncccc12,-4.1,?,3.8%
O=C(CN1C(=O)COc2ccc(S(=O)(=O)N3CCOCC3)cc21)Nc1ccc(F)c(Cl)c1,-17.0,-15.7%,2.6%
COc1ccc(C(=O)CCC(=O)Nc2ccc(OC)c(Cl)c2)cc1,-7.5,-10.1%,0.4%
COC(=O)CNC(c1ccccc1)c1cc(Br)ccc1NC(=O)c1ccccc1 (configuration not stated),0.8,?,12.3%
COc1ccc(-c2noc(-c3ccc(N4CCN(c5ccccc5)CC4)c([N+](=O)[O-])c3)n2)cc1,1.8,6.5%,-6.2%
CCCN1C(C(=O)c2ccccc2)=C(OC(=O)C(C)(C)C)c2ccccc2S1(=O)=O,-7.7,?,-19.8%
CC1CCN(S(=O)(=O)c2ccc3c(ccc(=O)n3CC(=O)NCc3ccccc3)c2)CC1,-18.5,0.0%,-3.9%

# 2 of these compounds, set out differently:
# Each structure is followed by: D3 ag | GLP1R inv ag | HEK293 tox
Cc1cccc(NC(=O)CSc2cn(CC(=O)N3CCOCC3)c3ccccc23)c1C
→ 8.0 | 11.5% | -3.1%
Cc1ccc2[nH]c(CSc3nnc(NC(=O)COc4ccccc4C)s3)cc(=O)c2c1
→ -0.1 | 14.3% | 11.6%

# 4 of the compounds above, with two lines to a compound.
# Order of results – D3 ag, GLP1R inv ag, HEK293 tox
> Cc1ccc(C)n1-c1c(C(=O)NCCC(C)C)sc2ncccc12
  -4.1, ?, 3.8%
> O=C(CN1C(=O)COc2ccc(S(=O)(=O)N3CCOCC3)cc21)Nc1ccc(F)c(Cl)c1
  -17.0, -15.7%, 2.6%
> COc1ccc(C(=O)CCC(=O)Nc2ccc(OC)c(Cl)c2)cc1
  -7.5, -10.1%, 0.4%
> COC(=O)CNC(c1ccccc1)c1cc(Br)ccc1NC(=O)c1ccccc1 (configuration not stated)
  0.8, ?, 12.3%
